ARNT-TACC3 inh – disruptors of human ARNT/TACC3 interaction. AID 623870. inhibition, % at 9.99 µM. actives 0.66% (n = 390,000). AlphaScreen His-ARNT PAS-B/GST-TACC3 binding, luminescence; TACC3 fragment carries E629A point mutation;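 active = mean inhibition of replicates at least 50% and at least half of replicates each reaching 50%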;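 note: 0% = complete ARNT plus TACC3 wells and 100% = ARNT alone without TACC3; many hits fall short of the cut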
esBAF inh – inhibitors of esBAF chromatin remodeling in mouse ES cells. Bmi1-luciferase knock-in reporter, 24 h; 100% = twice the neutral-well signal. reporter increase, % at 12.5 µM. actives 2% (n = 350,000). AID 602393; in the data active = activation above about 40%;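 note: 0% = median of the plate's neutral control wells and 100% = double that signal; a rise in the Bmi1 reporter signal indicates esBAF inhibition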
RAD54 inh – blocks human RAD54 Holliday junction branch migration; Q92698; FAM/BHQ fluorescence; inhibition, % at 10.4 µM; actives 0.14% (n = 360,000); AID 602329;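 active = mean normalized replicate activity at least 40 and at least half of replicates scoring 40 or more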;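 note: 0% = median of neutral control wells and 100% = median of positive control wells; inhibitors cause a drop in the FAM fluorescence signal; in these data hits start at about 50%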
Target sequence (Q92698 whole entry, looked up): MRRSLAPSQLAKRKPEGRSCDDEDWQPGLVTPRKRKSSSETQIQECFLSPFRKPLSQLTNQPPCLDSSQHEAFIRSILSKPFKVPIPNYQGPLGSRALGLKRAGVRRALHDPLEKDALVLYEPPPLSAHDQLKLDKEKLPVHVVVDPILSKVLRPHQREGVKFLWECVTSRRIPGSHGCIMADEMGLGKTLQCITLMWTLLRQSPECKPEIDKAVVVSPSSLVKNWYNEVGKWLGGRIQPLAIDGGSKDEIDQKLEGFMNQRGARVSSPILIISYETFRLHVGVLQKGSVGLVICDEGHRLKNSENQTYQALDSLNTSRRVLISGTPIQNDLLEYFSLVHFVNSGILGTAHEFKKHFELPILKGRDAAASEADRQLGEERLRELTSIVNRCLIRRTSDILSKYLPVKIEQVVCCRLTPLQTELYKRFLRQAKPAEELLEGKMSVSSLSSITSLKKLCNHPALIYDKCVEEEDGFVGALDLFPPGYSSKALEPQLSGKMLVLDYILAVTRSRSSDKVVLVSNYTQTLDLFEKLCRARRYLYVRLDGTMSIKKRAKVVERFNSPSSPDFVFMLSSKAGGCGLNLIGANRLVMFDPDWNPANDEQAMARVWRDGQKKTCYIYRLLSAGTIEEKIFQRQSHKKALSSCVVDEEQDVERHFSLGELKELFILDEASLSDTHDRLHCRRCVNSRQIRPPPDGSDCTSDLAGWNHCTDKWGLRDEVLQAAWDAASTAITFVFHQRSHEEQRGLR
* hit, by the source's call. Only part of the results is shown, so the mix of outcomes need not match the whole.

SMILES	ARNT-TACC3 inh	esBAF inh	RAD54 inh
COCCNC(=O)C(c1cccs1)N(C(=O)Cn1nnc2ccccc21)c1ccc2c(c1)OCO2 (stereo unspecified)	3	-4	-7
CC(C)(C)NC(=O)CCN1CCOCC1	33	-1	-6
Cc1nnc(NC(=O)c2c(-c3ccccc3)noc2C)s1	-3	1	-9
Cn1c(SCC(=O)Nc2ccc(NC(=O)c3cccs3)cc2)nnc1-c1ccncc1	0	-3	-7
Cc1cc(S(=O)(=O)N2CCCC2)ccc1OCC(=O)NCc1ccco1	4	3	7
O=C(CSc1nnc(CNC(=O)c2cccs2)o1)Nc1ccc2c(c1)OCO2	6	4	10
COC(=O)C1CCN(C(=O)COC(=O)c2cc(-c3ccccc3)nc3ccc(OC)cc23)CC1	35	10	0
CCOc1ccc(C(=S)N2CCOCC2)cc1	-4	-4	2
CC(=O)Nc1cc2c(cc1[N+](=O)[O-])-c1ccccc1C2O (stereo unspecified)	1	-1	-13
Cc1cccc(CSc2nnc(NC(=O)CSc3nnc(C)s3)s2)c1	3	7	5
COc1cccc(C(=O)NCC(=O)n2nc(C)cc2C)c1	-1	-5	-2
Cc1cccc2c(-c3ccccc3)cc(=O)[nH]c12	-9	2	4
CCCCCOC(=O)CC(C(=O)OCCCCC)N1CCCCC1 (stereo unspecified)	-4	4	-13
CCOc1ccc(N(C(=O)Cn2nnc3ccccc32)C(C(=O)NC(C)(C)CC)c2cccn2C)cc1 (stereo unspecified)	-2	0	-4
CCOc1ccc(C(=O)CC(C(=O)O)N2CCCCC2)cc1 (stereo unspecified)	6	5	15
CC(OC(=O)c1cc2sccc2n1C)C(=O)NCc1cccs1 (stereo unspecified)	-3	-2	7
O=S(=O)(NCCSc1ccc(Cl)cc1)c1ccc(F)cc1	-4	2	-1
CN1C(=S)SC(/[N+]([O-])=C\c2ccccc2)C1(C)C (stereo unspecified)	-1	-6	-4
O=C(Cc1ccccc1)NCC(=O)OCC(=O)c1cccs1	-17	-5	-8
Cc1cc(C(F)F)n2ncc(C(=O)N3CCC(C(N)=O)CC3)c2n1	-3	0	1
CCc1cc(C(=O)NNC(=S)Nc2cc(C)ccc2C)cs1	-9	26	9
Cc1cccc(NC(=S)NNC(=O)c2csc(C(C)C)c2)c1	20	6	-19
O=C(c1cccs1)N(C(=O)c1cccs1)c1ccc(Br)cn1	0	65*	-9
COc1ccccc1S(=O)Cc1ccc(C(=O)O)o1 (stereo unspecified)	1	-2	-2
NC(=O)C1=NOC(CNc2ncc(C(F)(F)F)cc2Cl)C1 (stereo unspecified)	12	30	-6

As entered above:
CCc1cc(C(=O)NNC(=S)Nc2cc(C)ccc2C)cs1 @ ARNT-TACC3 inh: -9
O=S(=O)(NCCSc1ccc(Cl)cc1)c1ccc(F)cc1 @ RAD54 inh: -1

(next part)
SMILES	ARNT-TACC3 inh	esBAF inh	RAD54 inh
Nc1cccc(-n2nncc2-c2ccccc2)c1	-8	-7	0
O=C(NC1=NCCS1)C1CC(=O)N(c2ccccc2)C1 (stereo unspecified)	-1	-3	-2
O=C(NCCN1CCN(C(=O)NC2CCCCC2)CC1)NC1CCCCC1	-1	5	10
Cc1ccc(C)c(-n2c(SCC(=O)N3CCCC3)nnc2-c2ccccn2)c1	46*	-5	3
COc1ccccc1OCCSc1nc(N)cc(N)n1	5	32	6
COCCNC(=O)c1ccc(CS(=O)(=O)c2ccc(Cl)cc2)o1	-6	-8	-4
CCS(=O)(=O)N1CCN(C(=O)C(c2ccccc2)c2ccccc2)CC1	15	-7	0
O=C1c2ccccc2CC1Sc1nnc(-c2ccccn2)o1 (stereo unspecified)	10	18	-4
CC1=C(C(=O)N(C)C)C(c2ccc(Cl)c(Cl)c2)NC(=O)N1 (stereo unspecified)	-8	-13	-32
CN(C)C(=O)COC(=O)c1cc(Cl)cc(Cl)c1N	-12	1	0
CC(O)c1cc2c(s1)c1cnn(Cc3ccccc3F)c(=O)c1n2C (stereo unspecified)	6	-2	1
Clc1ccc(-c2nnc(SCc3ccon3)o2)c(Cl)c1	-5	1	-3
O=C(COCC(=O)Nc1cccc(C(F)(F)F)c1)Nc1cccc(C(F)(F)F)c1	2	-7	-8
Cn1c2c(c(=O)n(C)c1=O)C(NC(=O)c1cccs1)(C(F)(F)F)C(=O)N2 (stereo unspecified)	-2	-36	-5
CCOC(=O)C1=C(NC(=S)NC(=O)c2ccccc2)c2ccccc2CC1C(C)C (stereo unspecified)	8	-4	10
COc1ccc(-c2cc(C(=O)Nc3sc4c(c3C#N)CCCC4)c3ccccc3n2)cc1OC	3	0	7
Cc1ccc(CNC(=O)Cn2cccc2C(=O)c2ccccc2)cc1	2	26	-6
Cn1cc(-c2nnc(-c3ccccc3)o2)c2ccccc21	-1	-15	0
COc1ccccc1NS(=O)(=O)c1cccc(C(=O)NN)c1	-4	9	11
CCOC(=O)NC(=O)/C(C#N)=N/Nc1ccc(F)cc1	-4	-10	0
O=C(COC(=O)c1ccc(S(=O)(=O)N2CCCC2)cc1)NCc1ccc(Cl)cc1	2	6	-6
COc1cc2cc(CN(Cc3nnnn3Cc3ccco3)C3CCCCC3)c(=O)[nH]c2cc1OC	32	-2	-8
CCOc1cc(CNc2ccccc2)cc(Br)c1OCc1ccccc1F	1	-2	16
COc1ccccc1-n1cnnc1SCC(=O)Nc1ncc(Cl)cc1Cl	-2	2	7
COc1ccc(C(=O)Nc2ccccc2C(=O)N(Cc2ccco2)C(C(N)=O)C(C)C)cc1 (stereo unspecified)	1	-7	2

(continued)
SMILES	ARNT-TACC3 inh	esBAF inh	RAD54 inh
CCOc1ccccc1Oc1c(C)oc2c(CN3CCN(C)CC3)c(O)ccc2c1=O	-8	-8	1
COc1ccc(OC)c(NC(=O)Nc2cccc3ccccc23)c1	3	5	12
CC(C)(O)c1nnn(-c2ccccc2)c1C(F)(F)F	-4	-6	-1
COc1cc2cc(C(N)=O)c(N)nc2cc1OC	17	-11	14
COc1ccc(N=c2oc3ccc(OC)cc3cc2-c2nc3ccccc3[nH]2)cc1	-6	60*	-2
Cc1cc(C)nc(NC(=O)c2c(-c3c(Cl)cccc3Cl)noc2C)n1	-5	-1	-7
Cc1nnc(SCC(=O)Nc2ccc3c(c2)OCO3)o1	-11	-2	-6
Cc1nc(NCc2ccco2)c2oc3ccccc3c2n1	2	-1	-3
O=C1CCC(=O)N1OCCCCOc1ccccc1	-4	-3	-3
CCC(C)(C)NC(=O)C(c1ccc(C)cc1)N(Cc1cccnc1)C(=O)c1csnn1 (stereo unspecified)	-1	1	1
CN(C(=O)c1ccc2c(c1)OCO2)C1(C(=O)NC2CCCC2)CCCCC1	-3	0	1
O=C1CCC2c3ccc4ccccc4c3CCN12 (stereo unspecified)	1	10	4
CCOC(=O)c1ccc(NC(=O)CSC2=NC(=O)C(CC)C(=O)N2)cc1 (stereo unspecified)	-6	-5	0
CCc1ccc(NC(=O)CSc2nc3ccccc3c(=O)n2CCCC(=O)N2CCCC2)cc1	31	3	1
O=C(N/N=C/CCc1ccccc1)c1ccccc1	6	12	9
CCOc1cc(NC(=O)CC(C)C)c(OCC)cc1NC(=O)CCn1nnc2ccccc21	-4	5	-6
c1cncc(-c2nc(NCC3COc4ccccc4O3)c3ccccc3n2)c1 (stereo unspecified)	-3	-5	6
CCC(=O)N1CCN(c2ccc(Cl)cc2NC(=O)c2ccc3c(c2)OCCO3)CC1	-3	9	-23
CCOc1ccc(OCC)c(C2C(C#N)=C(N)N(c3cccnc3)C3=C2C(=O)CC(C)(C)C3)c1 (stereo unspecified)	5	0	-5
CC(=O)Nc1cc2c(cc1Br)OCCO2	17	-1	-1
CC(C)OC(=O)Nc1ccc(Oc2c(F)c(F)c(F)c(F)c2F)cc1	-11	0	5
COc1cccc(C(=O)NC2=NCCS2)c1	-5	-31	2
O=C(CO/N=C/c1ccccc1O)NNC(=O)c1ccccc1Cl	-2	-3	-7
CCCc1nc(N2CCCC2)c(C#N)c2c1CCCC2	-9	-7	4
CC(C)(C)C1CCC2(CC1)C(C#N)=C(SCC(=O)Nc1ccccc1)NC(=O)C2C#N (stereo unspecified)	-4	-12	1

(list continues)
SMILES	ARNT-TACC3 inh	esBAF inh	RAD54 inh
O=c1oc2ccccc2c(O)c1CN1CCCCC1	-9	-6	2
C/C=C(\C)C(=O)OC1[C@H](OC(C)=O)C2(CO)C(CC1(C)C)C1=CCC3C4(C)CCC(O[C@@H]5O[C@H](C(=O)O)[C@@H](O[C@@H]6O[C@H](CO)[C@@H](O)[C@H](O)[C@H]6O)[C@H](O)[C@H]5O[C@H]5O[C@H](CO)[C@@H](O)[C@H](O)[C@H]5O)[C@](C)(CO)C4CCC3(C)[C@]1(C)C[C@H]2O (stereo partly specified)	28	-7	1
CC1CCN(S(=O)(=O)c2ccc3c(c2)c(=O)c(C(=O)NC2CCCC2)cn3C)CC1	3	-8	-3
CC(C)(C)c1cc2ncnc(N3CCCCC3)c2s1	2	3	-11
COC(=O)CN1C(=S)N(Cc2ccccc2)C(=O)C1CC(=O)Nc1ccc(Br)cc1 (stereo unspecified)	-19	2	-5
CCOC(=O)CCCCC(=O)c1[nH]c(=O)[nH]c1Cn1ccnc1	-4	-11	-1
Cc1ccc2c(c1)cc(CN(Cc1ccc3c(c1)OCO3)C(=O)c1cnccn1)c1nnnn12	1	7	10
N#Cc1c(/N=C/N2CCCC2)oc(-c2ccccc2)c1-c1ccccc1	5	3	7
CCCN(CC1CC1)S(=O)(=O)c1ccc(-n2cnnn2)c(OC)c1	-11	-6	-16
COC(=O)CCC(=O)Nc1cccc(Br)c1	-4	-10	7
CCOC(=O)/C(C#N)=C1/C=CN(c2ccc(C)cc2)C=N1	1	47*	-10
O=C1CC(N2CCN(Cc3ccc4c(c3)OCO4)CC2)C(=O)N1Cc1ccc(N2CCCC2=O)cc1 (stereo unspecified)	-6	1	1
COc1ccc(CCN2CC(O)=C(c3nc4ccccc4c(=O)[nH]3)C2=N)cc1OC	4	15	2
COc1cc(C(=O)NC2CCN(Cc3nnnn3Cc3cccs3)CC2)cc(OC)c1OC	0	-1	9
COc1ccc(CCNC(=O)C2CCN(S(=O)(=O)c3ccc(OC)c(OC)c3)CC2)cc1	2	-8	-3
O=C1c2ccccc2S(=O)(=O)N1CC(O)COc1ccc(Cl)cc1 (stereo unspecified)	28	-9	-8
CCc1nn(C(C)C(=O)Nc2cccc(C)c2C)c(=O)c2cc3occc3n12 (stereo unspecified)	-3	-2	-9
COc1ccc(OC)c(NC(=O)CCN2CCCCC2)c1	1	-9	9
COc1cccc(NC(=O)COC(=O)c2ccc(S(=O)(=O)NCc3ccco3)cc2)c1	-14	-5	-16
CC(Sc1ccc2c(c1)OCCO2)C(=O)Nc1ncc(Cl)cc1Cl (stereo unspecified)	0	7	-5
CCN1C[C@@H]2[C@@H]3C(=O)N(Cc4ccccc4)C(=O)[C@@H]3[C@](CC)(C1=O)N2C(=O)c1ccc(Cl)c(Cl)c1	18	-1	-6
O=C(CSc1nnc(-c2ccccc2)n1Cc1ccccc1)N1CCCC1	-9	7	0
O=C(c1cc(-c2ccncc2)nc2ccc(Br)cc12)N1CCN(c2ccccn2)CC1	-20	3	-3

Molecules above containing a thiophene ring, fused or not, in the order listed:
SMILES	ARNT-TACC3 inh	esBAF inh	RAD54 inh
COCCNC(=O)C(c1cccs1)N(C(=O)Cn1nnc2ccccc21)c1ccc2c(c1)OCO2 (stereo unspecified)	3	-4	-7
Cn1c(SCC(=O)Nc2ccc(NC(=O)c3cccs3)cc2)nnc1-c1ccncc1	0	-3	-7
O=C(CSc1nnc(CNC(=O)c2cccs2)o1)Nc1ccc2c(c1)OCO2	6	4	10
CC(OC(=O)c1cc2sccc2n1C)C(=O)NCc1cccs1 (stereo unspecified)	-3	-2	7
O=C(Cc1ccccc1)NCC(=O)OCC(=O)c1cccs1	-17	-5	-8
CCc1cc(C(=O)NNC(=S)Nc2cc(C)ccc2C)cs1	-9	26	9
Cc1cccc(NC(=S)NNC(=O)c2csc(C(C)C)c2)c1	20	6	-19
O=C(c1cccs1)N(C(=O)c1cccs1)c1ccc(Br)cn1	0	65*	-9
CC(O)c1cc2c(s1)c1cnn(Cc3ccccc3F)c(=O)c1n2C (stereo unspecified)	6	-2	1
Cn1c2c(c(=O)n(C)c1=O)C(NC(=O)c1cccs1)(C(F)(F)F)C(=O)N2 (stereo unspecified)	-2	-36	-5
COc1ccc(-c2cc(C(=O)Nc3sc4c(c3C#N)CCCC4)c3ccccc3n2)cc1OC	3	0	7
CC(C)(C)c1cc2ncnc(N3CCCCC3)c2s1	2	3	-11
COc1cc(C(=O)NC2CCN(Cc3nnnn3Cc3cccs3)CC2)cc(OC)c1OC	0	-1	9

Bioassay records from PubChem.
